Screening results as filed in PubChem.
mHTT CaM bind: disrupts binding of mutant huntingtin to calmodulin | P42858 | AlphaScreen His-mHTT/GST-CaM binding, luminescence | inhibition, % at 15 µM | 3.6% of 190,000 active | AID 1671202;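 further: 0% = both proteins with DMSO and 100% = one protein alone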
Pf apPOL inh: Pf-apPOL DNA polymerase inhibition; inhibition, % at 10 µM; Recombinant Pf-apPOL, molecular beacon fluorescence, 1.5 h; 0.25% of 210,000 active
Active calls of the source: *; x = no result given; & = joins results of further samples. No stated cut-off is given here; in the data, active means inhibition above about 50%; inactive means the rest.

Fields: mHTT CaM bind | Pf apPOL inh
> Cc1oc(C2CCN(C(=O)NCCc3ccccc3)CC2)nc1C(=O)N1CCCCC1
  -9 | -8
> CN(C)c1ccc(C=C(C#N)C(=O)c2cccs2)cc1
  x | -66&-37
> O=C(NO)c1ncc(C(F)(F)F)cc1Cl
  x | -20
> O=C(C1CCN(c2cncnc2N2CCCC2)CC1)N1CCN(c2ccc(F)cc2)CC1
  18 | -3
> COc1cccc(C2C3=C(CC(C)(C)CC3=O)Nc3ccccc3N2C(C)=O)c1OC (stereo unspecified)
  -1 | 2
> CC(C)C(=O)Nc1ccc(Cl)cc1C(=O)O
  -6 | -5
> COc1ccc(NC(=O)C2CCN(C(=O)c3ccccc3)CC2)cc1Cl
  8 | -5
> O=C(O)CCCc1nc(-c2cnc3n(c2=O)CCS3)no1
  x | -5
> C[C@H]1[C@@H](N(C)Cc2ccccc2)CC[C@@]23CCCN2C(=O)CCC[C@@H]13
  -2 | -8
> C=CCn1c(=N)n(CC(=O)c2cccc([N+](=O)[O-])c2)c2ccccc21
  -3 | -2

Compound profiles, from the list above. Order of screens: mHTT CaM bind	Pf apPOL inh
Profile of `O=C(NO)c1ncc(C(F)(F)F)cc1Cl` → x	-20
Profile of `Cc1oc(C2CCN(C(=O)NCCc3ccccc3)CC2)nc1C(=O)N1CCCCC1` → -9	-8

Continuation:
Fields: mHTT CaM bind | Pf apPOL inh
> O=C1c2ccccc2-c2c1cccc2C(=O)N1CCN(C(=O)c2ccco2)CC1
  15 | 1
> CC(CC(=O)O)n1ccnc1 (stereo unspecified)
  -2 | x
> O=C(Nc1ccc(F)cc1F)N1CCCC1c1ccc(F)cc1 (stereo unspecified)
  -10 | -6
> O=C(CCC(=O)c1ccccc1)OCc1ccccc1
  x | 2
> O=c1c2scc(-c3ccc(Br)cc3)c2ncn1Cc1cccnc1
  4 | -13
> COc1ccc(/C=C/C2=NC(=C\c3ccccc3OC)/C(=O)O2)cc1
  2 | -8
> Cn1ncc(I)c1C(=O)Nc1ccc(Cl)cc1
  -10 | 5
> Cc1cc2c(=O)n(CC(=O)Nc3cccc(F)c3)ccc2s1
  -5 | -2
> CCOC(=O)Oc1ccc2c(=O)c(Oc3ccccc3Cl)coc2c1
  28 | -3
> Cc1ccc(NC(=O)c2ccc3ncsc3c2)cc1
  x | -21

Following part.
Fields: mHTT CaM bind | Pf apPOL inh
> Cc1ccc(NC(=O)c2cc3n(n2)CCCN(Cc2ccc(F)cc2)C3=O)cc1Cl
  -5 | -6
> COc1ccc(OC)c(C2=N/C(=C/c3ccc([N+](=O)[O-])cc3)C(=O)O2)c1
  -5 | -5
> COc1ccc(OC)c(-c2c(C)c3cc(OCC(C)=O)ccc3oc2=O)c1
  -4 | 2
> CCc1ccc(S(=O)(=O)N2CCCC2c2nc(-c3ccc(Cl)cc3)no2)cc1 (stereo unspecified)
  -35 | 2
> COc1cccc(N2CCN(C(=O)C(C)C)C(C)C2=O)c1 (stereo unspecified)
  -6 | -3
> CC(C)CC(=O)N1CCN(Cc2cccnc2)CC1
  0 | -4
> O=S(=O)(Nc1ccc(S(=O)(=O)N2CCOCC2)cc1)c1cc(Cl)ccc1Cl
  3 | -4
> CCOCCCNC(=O)c1cnn2c(C)c(Cc3ccccc3Br)c(C)nc12
  18 | -12
> CN1C(=O)/C(=C2\Sc3ccccc3N2C)SC1=Nc1ccccc1
  -3 | -1
> COc1ccccc1CN1CCN(Cc2ccc(OC)c(OC)c2OC)CC1
  1 | 1

(next part)
Fields: mHTT CaM bind | Pf apPOL inh
> CNC(=O)c1cc2c(=O)n3cccc(C)c3nc2n(CCOC)c1=N
  -7 | 6
> COC(=O)c1ccc(-c2csc(NC(=O)c3ccc4nsnc4c3)n2)cc1
  -9 | -6
> Cc1ccc2ccc(C(Nc3ccccn3)c3cccc(O)c3)c(O)c2n1 (stereo unspecified)
  76* | -16&0
> COc1ccc(N=C2NC(=O)CC(C(=O)Nc3ccc(Cl)cc3)S2)cc1 (stereo unspecified)
  -2 | -9
> CCCN(CCC)S(=O)(=O)c1ccc(C(=O)Nc2ccc(C(=O)c3ccc4c(c3)CCC4)cc2)cc1
  x | -5
> O=C(c1cc(-c2cccc(F)c2)ns1)N1CCCC1
  -9 | -8
> CCc1ccc(CNC(=O)C2CCN(c3ccncc3)CC2)cc1
  0 | -3
> CCN1C(=O)/C(=C2\C=Cc3ccccc3N2CC)SC1=Nc1ccccc1
  97* | -2
> Cc1cc(C)cc(C(=O)N2CCCC(C(=O)NC3CCCCCC3)C2)c1 (stereo unspecified)
  -1 | -1
> CN1CCN(C(=O)c2cncc(-c3ccc(Oc4ccccc4)cc3)c2)CC1
  17 | -2

Remaining list, next part
Fields: mHTT CaM bind | Pf apPOL inh
> COc1ccc(C2CC(c3ccc(Cl)cc3Cl)Nc3nc(N)nn32)cc1 (stereo unspecified)
  42 | -4
> CC(=O)NC(=Nc1nc(C)c2ccccc2n1)NC(C)=O
  -4 | -3
> CCOC(=O)CNC(=O)CSc1ccc2nnc(-c3cccc(F)c3)n2n1
  -14 | -7
> O=C(Nc1ccccc1F)c1cc2n(n1)CCCN(Cc1ccc(F)cc1)C2=O
  -4 | 4
> O=C(NCCCn1nc(-c2ccc(Cl)cc2)ccc1=O)C1CCCC1
  -9 | -25
> O=C(CS(=O)(=O)c1cn(Cc2cccc(F)c2)c2ccccc12)N1CCCCCC1
  16 | 0
> CCCCC(=O)Nc1n[nH]c(C)c1-c1ccc(OC)cc1
  -1 | -2
> COc1ccccc1CC(=O)N1CCc2c(c(-c3nc(C)no3)nn2C)C1
  -2 | -1
> O=C(Nc1cnn(Cc2ccc(Cl)c(Cl)c2)c1)c1cc2ccccc2oc1=O
  5 | 7
> CCC1CN2C=NC(N3CCN(C(=O)c4ccc5ncccc5c4)CC3)=CC2=N1 (stereo unspecified)
  19 | -2

(further entries)
Fields: mHTT CaM bind | Pf apPOL inh
> O=C(CN1C(=O)C(c2ccccc2)=NC12CCCCCC2)Nc1ccc(F)cc1
  -5 | -4
> CCSc1nc2ccccc2n1CC(=O)Nc1ccc(CC)cc1
  3 | 2
> COc1ccc(C(=O)Nc2nccn(-c3ccc(C)c(C)c3)c2=O)cc1
  9 | 0
> CCN(C)Cc1nc2sc3c(c2c(=O)[nH]1)CCCC3
  3 | 0
> Cn1nc(-c2nc(C3CC3)no2)c2c1CCN(C(=O)C(C)(C)C)C2
  -4 | -2
> O=C1C(=C(O)c2ccccc2)C(=O)c2ccccc21
  0 | -2
> CCOC(=O)/C=C1\CN(C(C)c2ccccc2)S(=O)(=O)c2ccccc21 (stereo unspecified)
  -17 | 8
> O=C(NCCN1CCCCC1)c1cn2ccccc2n1
  -4 | -3
> CCN1C(=O)C(C)(C(=O)Nc2cccc(C#N)c2)Oc2cccnc21 (stereo unspecified)
  1 | -2
> CC(C)(C)C(=O)Nc1ccc(N2CCCN(Cc3ccoc3)CC2)nc1
  -2 | -4

Additional records.
Fields: mHTT CaM bind | Pf apPOL inh
> CC1CC(N(C(=O)c2ccccc2Cl)c2ccccc2)c2ccccc2N1 (stereo unspecified)
  98* | -3
> Cc1cc2c(=O)n(CC(=O)Nc3ccc(F)cc3C)ccc2s1
  -7 | -2
> Cc1ccccc1CNc1ccc2c(c1)OCO2
  91* | 6
> O=S(=O)(c1cc(Cl)ccc1Cl)N1CCN(c2ccccc2)CC1
  -8 | -5
> C(#Cc1ccccc1)CN1CCN(CC#Cc2ccccc2)CC1
  16 | -1
> O=C(Nc1ncccc1Cl)c1ccc(Cl)cc1
  -7 | -2
> COc1ccc(C(O)Cn2c(=N)n(CCN3CCCCC3)c3ccccc32)cc1 (stereo unspecified)
  -6 | -32
> CCOC(=O)C1CCN(C(=O)C2CCN(c3cncnc3N3CCCCC3)CC2)CC1
  26 | -2
> Cc1sc2ccn(CC(C)C)c(=O)c2c1C(=O)N1CCCCCC1
  15 | 2
> CC(C)C(=O)NCCCn1nc(-c2ccncc2)ccc1=O
  -13 | -4

More entries:
Fields: mHTT CaM bind | Pf apPOL inh
> COc1cccc(CNC(=O)CCCN2C(=O)CCn3nc(C)cc32)c1
  -1 | -3
> C=CCn1c(=N)c(C(=O)NCc2cccnc2)cc2c(=O)n3cc(C)ccc3nc21
  -8 | 4
> O=Cc1ccc(OCc2cccc(C(=O)O)c2)c(Cl)c1
  2 | -6
> NC(=O)c1nnc2ccc(Cl)cc2c1N
  x | -8
> CCOC(=O)c1ccc(NC(=O)CN2CCC(c3nnc(-c4ccco4)s3)CC2)cc1
  -6 | -8
> Cc1ccc(C)c(NS(=O)(=O)c2ccc(NS(=O)(=O)c3ccc(F)cc3)cc2)c1
  -6 | -3
> COCc1ccc(-c2c(-c3ccccc3OC)sc3ccccc23)cc1
  -38 | -3
> N#Cc1c(F)cccc1NCCc1ccccn1
  x | -4
> Cc1cc(Br)cc2sc(N)nc12
  -9 | -4
> O=C1CCN(Cc2ccccc2)S(=O)(=O)c2ccccc21
  -2 | 19

Reprinted from the part before: seven compounds; new compounds follow.
Fields: mHTT CaM bind | Pf apPOL inh
> NC(=O)c1nnc2ccc(Cl)cc2c1N
  x | -8
> CCOC(=O)c1ccc(NC(=O)CN2CCC(c3nnc(-c4ccco4)s3)CC2)cc1
  -6 | -8
> Cc1ccc(C)c(NS(=O)(=O)c2ccc(NS(=O)(=O)c3ccc(F)cc3)cc2)c1
  -6 | -3
> COCc1ccc(-c2c(-c3ccccc3OC)sc3ccccc23)cc1
  -38 | -3
> N#Cc1c(F)cccc1NCCc1ccccn1
  x | -4
> Cc1cc(Br)cc2sc(N)nc12
  -9 | -4
> O=C1CCN(Cc2ccccc2)S(=O)(=O)c2ccccc21
  -2 | 19
> COc1ccc(Oc2ccc([N+](=O)[O-])cc2-c2nc(-c3ccccc3)no2)cc1
  x | 0
> O=C(O)C1C2C=CC(C2)C1C(=O)Nc1cc(Cl)ccc1Cl (stereo unspecified)
  0 | -1
> Cc1cc(=O)n(CC(=O)N2CCCc3ccccc32)c(N2CCCC2)n1
  -10 | 1
> CC1(C)Cc2cccc(OCC(=O)NC3CCCC3)c2O1
  -5 | -3
> O=c1/c(=C/c2ccc(I)cc2)sc2nc3ccccc3n12
  -4 | -1
> O=C1C(=Cc2ccc(Cl)cc2Cl)Oc2cc(O)ccc21
  -3 | -4
> CSc1nc(N)nc(SCC(N)=O)c1C#N
  -2 | 3
> Cc1ccc(CNC(=O)C2CCN(c3cncnc3N3CCCCC3)CC2)o1
  10 | -8
> COCCN1CCC(N2CCCN(C(=O)Nc3ccc(Cl)cc3C)CC2)C1=O (stereo unspecified)
  8 | 3
> CCC1Oc2ccc(C)cc2N(CC(=O)NC2CCCC(C)C2C)C1=O (stereo unspecified)
  -8 | -14

Carrying on:
Fields: mHTT CaM bind | Pf apPOL inh
> COc1cccc(NC(=O)C2CCCN(c3nnc4ccc(Cl)cn34)C2)c1 (stereo unspecified)
  20 | -4
> COc1ccc(/C=C2\N=C(c3ccc(Cl)cc3Cl)OC2=O)cc1
  0 | 1
> COc1ccc(CN2CCC(N3CCCCCC3)CC2)c(OC)c1
  -1 | -1
> O=C(c1ccc2nc(N3C(=O)CCC3=O)sc2c1)N(CCO)c1ccccc1
  10 | -4
> O=C(CN1C(=O)NC2(CCCCC2)C1=O)Nc1ccc2c(c1)OCO2
  4 | -5
> O=C(NC1CCN(Cc2ccccc2)CC1)c1nnn2c1COC(c1ccc(F)cc1)C2 (stereo unspecified)
  17 | 8
> COc1ccccc1CNc1nccc(-n2nc(C)cc2C)n1
  -8 | -5
> CN1C(=O)S/C(=C/c2ccccc2OCc2ccc(C(=O)O)cc2)C1=O
  8 | 0
> O=[N+]([O-])c1ccc(-n2ccc3ccccc32)cc1
  21 | -8&1
> COc1ccc(-c2cc(-c3ccc4ccccc4c3)n(C)c2-c2ccc(F)cc2)cc1
  x | -3

Carrying on.
Fields: mHTT CaM bind | Pf apPOL inh
> O=C(NCCN1CCCC1)C1CCC(=O)N1Cc1ccccc1Cl (stereo unspecified)
  -2 | -22
> O=C(Nc1ccc(F)c(Cl)c1)N1CCCC1c1ccc(F)cc1 (stereo unspecified)
  -8 | 2
> CCOc1ccc(C(=O)N2CCCC3(C2)Nc2ccccc2NC3=NCCOC)cc1 (stereo unspecified)
  5 | -7
> COc1ccc(C)cc1N(CC(=O)N1CCCCCC1)S(=O)(=O)c1ccccc1
  11 | -6
> CCc1ccccc1NC(=O)N1CCN(c2cc(N3CCOCC3)ncn2)CC1
  -14 | -8
> Cc1[nH]c2ccccc2c(=O)c1CN1CCCCC1C (stereo unspecified)
  4 | -1
> COc1cc(CN2CCN(S(=O)(=O)Cc3ccccc3)CC2)cc(OC)c1O
  2 | 2
> Cc1cc(NC(=O)CCCC(=O)O)no1
  x | 2
> Cc1cc(C)cc(NC(=O)Cn2ccn(Cc3ccc(Cl)cc3)c(=O)c2=O)c1
  -2 | 5
> CC(=O)Nc1ccc(S(=O)(=O)Nc2ccc(F)c(Cl)c2)cc1
  3 | 0

Next section.
Fields: mHTT CaM bind | Pf apPOL inh
> CCC(=O)NCCc1csc(C2CCN(C(=O)Nc3ccc(C)cc3C)CC2)n1
  1 | 0
> Cc1cccc(-n2cc(C3CCN(C(=O)C4CCCC4)CC3)cn2)c1
  -10 | -3
> COc1ccc(Oc2c(C)oc3cc(OC)ccc3c2=O)cc1
  2 | -8
> CC1(CC(=O)Nc2ccccc2)NN=C(c2ccccc2)S1 (stereo unspecified)
  73* | -2
> COc1ccccc1-n1c(CNC(=O)c2ccco2)nnc1SCC(=O)Nc1cccc(C)c1
  12 | 0
> CCOc1cc(C=O)ccc1OCC(=O)Nc1cc(C)c(C)cc1Br
  -4 | 0
> CC1CCN(C2CC(=O)N(c3ccccc3)C2=O)CC1 (stereo unspecified)
  -1 | 2
> CCc1ccc(NC(=O)CN2N=NC3C(=O)N(c4ccc(F)cc4)C(=O)C32)cc1 (stereo unspecified)
  4 | -2
> C=CCn1c2ccccc2c2nnc(SCc3ccc4nonc4c3)nc21
  2 | x
> COc1ccccc1-n1ccn2cc(-c3ccc(C)cc3C)nc2c1=O
  -6 | 1
> COc1ccccc1-n1c(SCc2ccc([N+](=O)[O-])cc2)nc2c(c1=O)SCC2
  44 | 6
> CCCCN(C)C(=O)c1cn(C2CCCC2)c(=O)c2c1c1ccccc1n2C
  6 | 1
